Pf growth 48h: P. falciparum growth inhibition at 48 hours (one generation) | P. falciparum luciferase growth in erythrocytes, 48 h | 310,000 tested, 5.9% active | Potency, µM (titrated, usually from 28.7 µM), for inactives: at the highest dose activity change, negative = inhibition, most hits filed as inhibitors; also: potency is read from the fitted curve at half-maximal effect; % is scaled to controls: 0 for no effect and ±100 for the full control effect
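Read-out is firefly luciferase luminescence from an integrated reporter in P. falciparum, so falling signal marks reduced parasite growth. Infected erythrocytes were at 2% hematocrit and 0.1% parasitemia (final) in Albumax-supplemented RPMI 1640.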
CHX counter: counter-screen hit for Shiga toxin inhibitors, cycloheximide. cell reporter, cycloheximide protein synthesis inhibition counterscreen. max response, %. 300,000 tested, 12% active. AID 2314; in the data active = max response mostly above about 13%, no sharp cut-off; inactive = mostly below about 14%; also: read at 38.3 µM for the half of the compounds with a filed dose; 0% is about no effect
LmPK inh: blocks Leishmania mexicana pyruvate kinase activity | purified LmPK, Kinase-Glo ATP luminescence, 1 h | Potency, µM (series often up to 57.5 µM), without a hit: at the top dose activity change, negative = inhibition, most hits filed as inhibitors | 290,000 tested, 0.37% active; also: potency is read from the fitted curve at half-maximal effect; % is scaled to controls: 0 for no effect and ±100 for the full control effect
Target sequence (Q27686 whole entry, looked up): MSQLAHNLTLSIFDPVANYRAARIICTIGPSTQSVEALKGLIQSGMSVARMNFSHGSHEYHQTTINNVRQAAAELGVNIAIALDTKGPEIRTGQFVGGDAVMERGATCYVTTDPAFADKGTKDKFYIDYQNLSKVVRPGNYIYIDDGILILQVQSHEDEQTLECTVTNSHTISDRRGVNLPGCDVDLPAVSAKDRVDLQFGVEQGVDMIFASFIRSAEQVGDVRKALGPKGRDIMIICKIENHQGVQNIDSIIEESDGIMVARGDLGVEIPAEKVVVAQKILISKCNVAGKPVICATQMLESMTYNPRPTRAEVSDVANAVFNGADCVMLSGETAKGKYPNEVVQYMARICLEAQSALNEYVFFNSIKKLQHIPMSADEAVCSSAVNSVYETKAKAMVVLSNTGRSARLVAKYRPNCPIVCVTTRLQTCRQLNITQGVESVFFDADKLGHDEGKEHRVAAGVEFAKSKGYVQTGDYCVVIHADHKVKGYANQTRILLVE
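ATP generated from ADP (0.1 mM) and PEP (0.5 mM) by 0.1 nM LmPK over 1 h at room temperature (pH 7.2 imidazole buffer) was detected by coupled luciferase luminescence. Values were normalized to uninhibited and no-enzyme wells.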
AMA1-RON2 inh: disrupts binding of P. falciparum AMA1 to RON2. AID 720542. AlphaScreen AMA1-biotinylated RON2 peptide binding. 360,000 tested, 0.2% active. Potency, µM (series often up to 58.2 µM), inactives show at the highest dose activity change, negative = inhibition, hits mostly inhibitors;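 also: potency is read from the fitted curve at half-maximal effect; 0% = vehicle wells and -100% = peptide control; nearly all actives have a fitted effect of over 45% in size; some results filed as inactive show a strong effect at the top dose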
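AMA1 (3D7) with his tag at 25 nM final met compounds first, then biotinylated RON2 peptide at 25 nM; detection used donor plus acceptor beads, 10 µg/mL apiece, read by AlphaScreen after 30 min at room temperature.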
Tb PYK inh: inhibitors of Trypanosoma brucei pyruvate kinase; 410,000 tested, 0.12% active; TbPYK enzyme, Kinase-Glo Plus ATP luminescence, 45 min; Q57TT1; Potency, µM (top dose mostly 76.8 µM), for inactives: at the top dose activity, negative = inhibition, actives largely listed as inhibitors; also: potency is read from the fitted curve at half-maximal effect; % is scaled to controls: 0 for no effect and ±100 for the full control effect; nearly all actives have a fitted effect of over 50% in size
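Assay buffer: 50 mM TEA pH 7.2, 100 mM KCl, 10 mM MgCl2, 0.05% BSA, 0.01% Tween-20. Pyruvate kinase from T. brucei plus substrate met compound, then ADP (130 uM final). Luminescence was read post 45 min RT.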
Pf growth 96h: inhibits malaria parasite growth, 96 h; P. falciparum luciferase reporter growth, 96 h; 320,000 tested, 6.9% active; Potency, µM (series often up to 28.7 µM), without a hit: at the top dose activity change, negative = inhibition, hits mostly inhibitors; also: potency is read from the fitted curve at half-maximal effect; % is scaled to controls: 0 for no effect and ±100 for the full control effect
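Delayed-death screen, second-generation endpoint: infected erythrocytes, 2% hematocrit, 0.05% parasitemia final; 96 hours at 37 C, 5% CO2; luciferase detection reagent; luminescence decrease equals reduced growth.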
Shiga inhibitor: Shiga toxin inhibition; Vero cells, Shiga toxin protein synthesis inhibition reporter; AID 2315; inhibition, % at 38.7 µM; 290,000 tested, 9.2% active; in the data active = inhibition mostly above about 28%, no sharp cut-off; inactive = mostly below about 43%; also: 0% is about no effect
* marks the source's active call; other numbers are inactive results; u = inconclusive; x = not tested or not shown; & = joins results of further samples; [ ] = remark or other dose. Unless noted, calls follow the shape of the dose curve; as a rule, active = well fitted curve in the direction sought with a large enough effect; inconclusive = small, poorly fitted or top-dose-only effect, or another doubt; inactive = no such curve, though single readings can be large; an effect the other way counts as inactive or inconclusive.

no.	mol	Pf growth 48h	CHX counter	LmPK inh	AMA1-RON2 inh	Tb PYK inh	Pf growth 96h	Shiga inhibitor
1	N#Cc1c(N)nc(SCC(=O)OCc2ccccc2)c(C#N)c1-c1ccco1	u	-3	1%	3%	-1%	4.1µM*	-3
2	COc1ccccc1/C=C/C(=O)NC(=S)N(C)C1CCCCC1	u	6	2%	24%	-2%	-6%	9
3	CCn1c(CCCc2ccc(OC)c(C)c2)n[nH]c1=S	-25%	-4	7%	64%[activator]	u	0%	-3
4	COc1ccccc1C(=O)NC(=O)COc1ccc([N+](=O)[O-])cc1	2%	x	x	6%	-3%	21%	x
5	COc1ccc(NC2=NC(C)(CO)CS2)cc1 (centres undefined)	u	14*	0%	-1%	0%	32%[activator]	40
6	O=C(CCn1cnc2ccccc21)N/N=C/c1ccc(O)cc1	39%[activator]	3	0%	-7%	0%	41%[activator]	12
7	COc1ccc(Cl)cc1NC(=O)CN1CCCC1	-8%	9	10%	6%	-4%	6%	-15
8	Cc1cc(C)n2nc(C(=O)N/N=C/c3ccccc3Cl)nc2n1	-5%	7	0%	-7%	0%	-20%	18
9	COc1cccc(C(C(=O)NC2CCCC2)N(Cc2cccnc2)C(=O)Cc2cccs2)c1 (centres undefined)	u	-2	-1%	13%	-4%	u	3
10	C=CCOC(=O)/C(=C/c1ccco1)NC(=O)/C=C/c1ccccc1	x	-2	6%	-13%	4%	u	13
11	O=C(O)c1cccnc1SC1CC(=O)N(CCc2ccccc2)C1=O (centres undefined)	-5%	-2	10%	3%	1%	x	25
12	CCc1cccc(C)c1NC(=O)CNCc1ccccc1	2%	-2	-12%	13%	0%	-11%	-1
13	Cc1ccc2nc(/C(C#N)=C\c3ccc([N+](=O)[O-])o3)[nH]c2c1	10µM*	33	4%	18%	6%	u	16
14	O=C(CCCc1nc2ccccc2s1)NC(c1ccccc1)c1ccccc1	-18%	1	6%	-5%	7%	u	-9
15	O=c1[nH]c(/C(Cl)=C/c2c(F)cccc2Cl)nc2cc(Cl)ccc12	-14%	0	1%	5%	-1%	48%[activator]	-8
16	Clc1ccc(Oc2cccc(/C=N/n3cnnc3)c2)cc1	x	1	-2%	3%	6%	1%	-9
17	COc1ccc(CCN2CC(C(=O)NCc3c(C)n[nH]c3C)CCC2=O)cc1 (centres undefined)	18%	2	2%	-2%	-1%	-11%	-3
18	CCc1ccccc1NC(=O)/C(=C/c1ccccc1)c1ccccc1	5.2µM*	8	-2%	12%	0%	8.3µM*	3
19	CCCc1cc(=O)[nH]c(SCC(=O)c2cc(C)n(C3CC3)c2C)n1	10%	-4	-1%	-13%	-17%	-4%	13
20	CCN(CC)CC(C)CNC(=O)CC(C(=O)N1CCc2ccccc21)n1ccnc1 (centres undefined)	11%	-2	1%	-5%	-5%	-10%	10
21	COc1ccc(NC(=O)CN2C(=O)NC(c3ccccc3)(c3ccccc3)C2=O)cc1	-20%	6	-1%	-4%	-11%	27%	34
22	COc1ccc(-c2[nH]ncc2CNC(C)c2ccccc2Cl)cc1F (centres undefined)	u	-1	-1%	-2%	1%	u	-34
23	CC(=O)c1ccc(NC(=O)C(Cc2ccccc2)NC(=O)c2ccco2)cc1 (centres undefined)	u	-4	7%	9%	-3%	u	-15
24	CCOC(=O)c1ccc2nc(Nc3nc4ccc(F)cc4s3)sc2c1	99%[activator]	150*	-2%	39%[activator]	-3%	24%	147*
25	O=C(COc1cccc2ccccc12)N/N=C/c1ccco1	14%	10	-9%	11%	2%	35%[activator]	-12

Screen by screen, as entered above.
Entries 11 to 18 in CHX counter: -2, -2, 33, 1, 0, 1, 2, 8
Entries 11 to 18 in Pf growth 48h: -5%, 2%, 10µM*, -18%, -14%, x, 18%, 5.2µM*
Entries 11 to 18 in Tb PYK inh: 1%, 0%, 6%, 7%, -1%, 6%, -1%, 0%

(next part)
no.	mol	Pf growth 48h	CHX counter	LmPK inh	AMA1-RON2 inh	Tb PYK inh	Pf growth 96h	Shiga inhibitor
26	CCCn1nnc(NC(=O)c2ccccc2Br)n1	56%[activator]	19	-8%	3%	6%	x	49*
27	CN(C(=O)c1cccc(C#N)c1)c1nnc(C2CCOC2)s1 (centres undefined)	0%	-2	-3%	15%	2%	-8%	-7
28	O=C(O)c1ccccc1NS(=O)(=O)c1ccccc1C(F)(F)F	-3%	-2	4%	7%	1%	u	-14
29	C/C=C/c1ccc(OCC(=O)OCC)c(OC)c1	u	14*	2%	8%	1%	15%	37
30	CC(C)(C)C(=O)Nc1ccc2oc(-c3cc(F)c(F)cc3Cl)nc2c1	-10%	42*	4%	7%	-9%	x	59
31	NC(=O)c1ccc[n+](CC(=O)c2ccc(NC(=O)c3ccccc3)cc2)c1	u	-3	3%	1%	-3%	26%	7
32	Cc1c(Nc2ncnc3nc[nH]c23)c(=O)n(-c2ccccc2)n1C	-1%	-3	-7%	15%	-2%	46%[activator]	-3
33	O=C(O)c1cc(NS(=O)(=O)c2cccc3nsnc23)cc(C(=O)O)c1	-4%[0.00184 µM]	-1	3%	-14%	1%	7.4µM*	-2
34	CCOC(=O)C1=C(C)NC(SCC(=O)O)=NC1c1ccccc1 (centres undefined)	u	6	2%	-4%	-12%	u	-9
35	COC(=O)C1=C(C)N(Cc2ccccc2)C(=NCc2ccco2)N[C@H]1c1ccc(Br)cc1	x	-5	-8%	x	x	x	-5
36	COc1cc(C(C)=O)ccc1OCC(O)CN1CCN(S(=O)(=O)c2ccccc2)CC1 (centres undefined)	-20%	-2	-2%	6%	-15%	20%	13
37	CCOc1ccc(-c2c(C(=O)N/N=C/c3c[nH]c4ccccc34)nnn2-c2nonc2N)cc1	6%	8	6%	44%[activator]	3%	-2%	-6
38	COc1ccccc1NC(=O)C(C)OC(=O)CCC1CCCCC1 (centres undefined)	u	-2	-4%	23%	-1%	0%	-6
39	CN1CCN(Cc2ccc(OC(F)(F)F)cc2)CC1	x	-3	5%	-2%	8%	-1%	-16
40	Cc1ccc(S(=O)(=O)NCCNC(C)c2ccc(Br)cc2)cc1 (centres undefined)	-29%	x	x	-4%	8%	0%	x
41	CN(C(=O)COC(=O)c1ccc2c(c1)NC(=O)CS2)C1CCS(=O)(=O)C1 (centres undefined)	22%	-3	0%	-10%	3%	-12%	-9
42	CC1CCCC(NC(=O)C2CCN(C(=O)Nc3ccccc3)CC2)C1C (centres undefined)	-13%	x	x	-10%	-2%	3%	x
43	Cc1cccc(S(=O)Cc2ccc(C(=O)N3CCOCC3)o2)c1 (centres undefined)	4%	-13	-3%	-14%	-7%	u	-4
44	COc1ccc(-c2cc(C)no2)cc1S(=O)(=O)N1CCN(c2ccc([N+](=O)[O-])cc2)CC1	u	8	6%	-8%	5%	u	-7
45	C/C(=N\NC(=O)c1ccc2c(c1)OCO2)c1ccc(C(=O)O)s1	33%	31*	-15%	2%	1%	u	54*
46	CCN1CCCC(CO)(Cc2ccccc2)C1 (centres undefined)	39%[activator]	-2	5%	8%	1%	u	23
47	O=C(Nc1ccccc1C(=O)N1CCCCCC1)c1ccc(F)cc1	-9%	-2	3%	-4%	0%	u	-7
48	COc1ccc(/C(N)=N/OC(=O)c2cccs2)cc1	8%	41*	u	-2%	-2%	27%	57*
49	O=C1Nc2ccccc2/C1=N/c1sc2c(c1C(=O)NCCc1ccccc1)CCCC2	u	34	3%	-14%	-5%	131%[activator]	39*
50	CCOc1ccc(Nc2nc(Cc3nnc(SCC(N)=O)o3)cs2)cc1	46%[activator]	9	12%	42%[activator]	-2%	24%	24
51	CC12CCC(C(=O)N3CCc4ccccc43)(CC1=O)C2(C)C (centres undefined)	15%	-4	-5%	9%	-3%	x	-9
52	COc1ccc(-c2cc(=O)c3c(O)cc(O)cc3o2)cc1	3%	x	x	0%	0%	18%	x
53	Cc1ccc(-n2c(-c3ccc([N+](=O)[O-])cc3)nc3ccccc3c2=O)cc1	17%	-1	7%	4%	5%	u	-8
54	CCOc1ccc(NC(=O)C(=O)NCc2ccncc2)cc1	43%[activator]	4	-8%	-3%	8%	9%	12
55	Cc1ccc(S(=O)(=O)NCC(=O)N2CCCC2C(=O)O)cc1 (centres undefined)	3%	12	1%	-6%	1%	1%	-4
56	COc1ccccc1NC(=O)CSc1nnc(Cc2cccn2C)n1-c1ccc(F)cc1	10µM*	-2	0%	-1%	5%	30%	-4
57	CCCCOc1ccccc1C(=O)N(Cc1ccc(C)o1)C1CCS(=O)(=O)C1 (centres undefined)	0%	-1	1%	-6%	0%&-12%	-28%	-3
58	O=C(N/N=C/c1cc([N+](=O)[O-])c(N2CCOCC2)cc1N1CCOCC1)c1cccnc1	8%	-2	-3%[11.5 µM]	14%	0%	-27%	-16
59	COc1cccc(/C=C(/C(=O)OCC(=O)NCC2CCCO2)c2ccccc2)c1 (centres undefined)	u	10	6%	5%	-11%	49%[activator]	-11
60	O=C1CCC(c2ccccc2)(c2ccccc2)CC1	u	6	2%	8%	7%	u	-3
61	O=C(Oc1ccccc1)c1cccc2cccc(C(=O)Oc3ccccc3)c12	u	-2	0%	2%	1%	10µM*	12
62	O=C(Nc1cccc(F)c1)Nc1ccc2c(c1)C(=O)OC2	26%	8	2%	8%	-5%	34%[activator]	34
63	Cc1ccccc1-c1nc(CS(=O)CC(=O)NCc2ccc3c(c2)OCO3)c(C)o1 (centres undefined)	-7%	-2	0%	2%	-4%	-19%	-5
64	COc1cccc(-n2c(=S)[nH]c3c(oc4ccccc43)c2=O)c1	u	18*	6%[11.5 µM]	109%[activator]	-9%	1%	60
65	Cc1ccccc1C(=O)NC1CCN(CC(=O)Nc2ccc(N(C)C)cc2)CC1	44%[activator]	-4	10%	3%	1%	9%	9
66	CC(=O)Nc1cccc(N=NN2CCOCC2)c1	2%	-2	-1%	14%	2%	u	-3
67	CCc1nc2ccc(C(=O)N3CCN(c4ccccc4F)CC3)cc2nc1CC	-7%	-1	0%	-9%	-2%&-9%	u	-1
68	COc1ccc(/C=C(\NC(=O)c2ccccc2)C(=O)OCC2CCCN3CCCCC23)cc1OC (centres undefined)	0%	-2	14%	-10%	8%	-11%	-3
69	COc1ccc(N(Cc2cc3cc(OC)ccc3[nH]c2=O)C(=O)C2CCCO2)cc1 (centres undefined)	u	-4	3%	11%	0%	42%[activator]	0

Single records, from the list above. Order of screens: Pf growth 48h	CHX counter	LmPK inh	AMA1-RON2 inh	Tb PYK inh	Pf growth 96h	Shiga inhibitor
Record of `CCOc1ccc(NC(=O)C(=O)NCc2ccncc2)cc1` : 43%[activator]	4	-8%	-3%	8%	9%	12
Record of `O=C(Oc1ccccc1)c1cccc2cccc(C(=O)Oc3ccccc3)c12` : u	-2	0%	2%	1%	10µM*	12
Record of `COc1cccc(-n2c(=S)[nH]c3c(oc4ccccc43)c2=O)c1` : u	18*	6%[11.5 µM]	109%[activator]	-9%	1%	60
Record of `Cc1ccc(S(=O)(=O)NCC(=O)N2CCCC2C(=O)O)cc1` (centres undefined) : 3%	12	1%	-6%	1%	1%	-4
